Screens (PubChem BioAssay)
Growth percent in the NCI-60 one-dose screen (48 h, 10 µM unless noted): 100 = growth as untreated, 0 = no growth, -100 = all killed.
NCI-H322M – NCI-H322M lung cancer. 80,000 compounds, 2.7% hits
IGROV1 – IGROV1 ovarian cancer. 79,000 compounds, 4.7% hits. AID 1794786
NCI/ADR-RES – NCI/ADR-RES ovarian cells. 81,000 compounds, 4.4% hits. AID 1794790
COLO 205 – COLO 205 colon cancer; 79,000 compounds, 7.3% hits; AID 1794742
KM12 – KM12 colon cancer cells; AID 1794800; 82,000 compounds, 5% hits
NCI-H226 – NCI-H226 lung cancer; 79,000 compounds, 3.5% hits; AID 1794732
NCI-H522 – NCI-H522 lung cancer | 78,000 compounds, 8% hits
NCI-H23 – NCI-H23 lung cancer; 80,000 compounds, 4% hits; AID 1794731
NCI-H460 – NCI-H460 lung cancer; 82,000 compounds, 6.8% hits
Numbers without * were called inactive; nt = no result given; & = joins results of further samples; ! = a repeat was not active. How the source made its calls: active means growth percent below 10; inactive means the rest.

[1] COc1cc(/C=C/c2cc(C(F)(F)F)[nH]c(=O)n2)ccc1OCc1ccccc1F
[2] CCN(CC)C(=S)SCCO
[3] Cc1c(C(=O)NNC(=O)Nc2ccc(Cl)cc2)nnn1-c1ccc(F)cc1
[4] CCC(O)C(=O)O (stereo not drawn)
[5] O=C1CCC(OCc2cc(=O)c(O)co2)N1 (stereo not drawn)
[6] Cc1ccc(N=Nc2cc(S(=O)(=O)O)c3ccccc3c2O)c(C)c1
Compound	1	2	3	4	5	6
NCI-H322M	39	97	90	132	106	91
IGROV1	63	107	99	131	107	104
NCI/ADR-RES	47	102	95	105	105	100
COLO 205	112	114	103	119	116	104
KM12	48	105	100	107	94	103
NCI-H226	63	99	95	98	101	97
NCI-H522	23	95	96	nt	97	88
NCI-H23	39	93	101	96	99	89
NCI-H460	21	104	102	94	105	nt

[7] COc1cc(NCC(=O)Nc2cc(Nc3ccc(F)c(Cl)c3)ncn2)c(Cl)c(OC)c1Cl
[8] C=CCn1c(C)nc2cc(Nc3nc(N4CCN(C)CC4)nc4ccccc34)ccc21
[9] N/C(=N\c1nc(=O)c2ccccc2s1)NC(=O)Nc1ccccc1
[10] O=C1NC(C(=O)NCc2ccc(Cl)cc2Cl)C/C1=C\NCc1ccc(Cl)cc1Cl (stereo not drawn)
[11] O=C(Nc1nc2ccccc2n1Cc1ccccc1)c1ccccc1I
[12] CCOC(=O)C(C#N)(C(C)CC)C(C)CC (stereo not drawn)
Compound	7	8	9	10	11	12
NCI-H322M	98	101	92	107	71	108
IGROV1	93	98	90	109	77	112
NCI/ADR-RES	99	97	110	98	81	115
COLO 205	107	111	104	113	75	119
KM12	98	107	108	98	79	113
NCI-H226	94	93	101	95	79	102
NCI-H522	78	100	92	74	50	nt
NCI-H23	103	90	94	95	85	115
NCI-H460	109	103	103	105	39	108

[13] O=C1C=CC(=O)N1c1ccc2c(c1)Cc1cc(F)ccc1-2
[14] CCN(CC)CCSCCNc1ccnc2cc(Cl)ccc12
[15] N#CC1=C(N)Oc2c(ccc3cccnc23)C1c1ccccc1 (stereo not drawn)
[16] COc1nc(OC)nc(N(CCO)c2ccccc2)n1
[17] O=C1Nc2ccccc2C2/C(=C(/I)C3=CCCCC3)CCCN12 (stereo not drawn)
[18] COc1ccc(-c2nc(SCC(C)C)nc(N/N=C(/C)c3ccc(Cl)cc3Cl)c2C#N)cc1
Compound	13	14	15	16	17	18
NCI-H322M	93	101	39	103	102	82
IGROV1	94	97	42	102	100	89
NCI/ADR-RES	105	98	-11*	95	105	94
COLO 205	94	87	9.2*	107	121	121
KM12	102	103	25	104	101	82
NCI-H226	99	96	54	96	93	95
NCI-H522	91	101	20	99	95	76
NCI-H23	101	99	18	99	102	93
NCI-H460	111	102	16	106	104	96

[19] C/C(O)=C(\C#N)c1ccc(Cl)cc1
[20] O=C(Nc1ccc2c(ccn2Cc2ccccn2)c1)c1cccnc1
[21] CC(C)NC(=O)Nc1cccc(Cl)c1
[22] O=C(NC1CCCCC1)Oc1ccccc1-c1ccccc1
[23] CC(C)C1=C[C@@]23CC[C@@H]4[C@](C)(CCC[C@]4(C)C(=O)N4CCOCC4)[C@H]2C[C@@H]1[C@H]1C(=O)OC(=O)[C@H]13
[24] O=C(O)c1ccc(F)c(C(=O)O)c1
Compound	19	20	21	22	23	24
NCI-H322M	96	106	110	66	102	107
IGROV1	105	86	103	73	95	99
NCI/ADR-RES	111	108	101	97	98	102
COLO 205	112	116	nt	122	108	126
KM12	109	101	103	102	99	110
NCI-H226	96	94	94	93	86	94
NCI-H522	88	nt	84	87	79	102
NCI-H23	109	95	92	94	93	94
NCI-H460	109	107	101	106	99	110

Ordered by length of the SMILES (low to high): part of the list above
[16] COc1nc(OC)nc(N(CCO)c2ccccc2)n1
[20] O=C(Nc1ccc2c(ccn2Cc2ccccn2)c1)c1cccnc1
[1] COc1cc(/C=C/c2cc(C(F)(F)F)[nH]c(=O)n2)ccc1OCc1ccccc1F
[7] COc1cc(NCC(=O)Nc2cc(Nc3ccc(F)c(Cl)c3)ncn2)c(Cl)c(OC)c1Cl
[23] CC(C)C1=C[C@@]23CC[C@@H]4[C@](C)(CCC[C@]4(C)C(=O)N4CCOCC4)[C@H]2C[C@@H]1[C@H]1C(=O)OC(=O)[C@H]13
Compound	16	20	1	7	23
NCI-H322M	103	106	39	98	102
IGROV1	102	86	63	93	95
NCI/ADR-RES	95	108	47	99	98
COLO 205	107	116	112	107	108
KM12	104	101	48	98	99
NCI-H226	96	94	63	94	86
NCI-H522	99	nt	23	78	79
NCI-H23	99	95	39	103	93
NCI-H460	106	107	21	109	99

(listing goes on)
[25] O=C(O)C1=C(C(=O)O)C2CCC1C2
[26] CCCCCCCCCCCCCCCCCC(=O)OCCN1C(=O)c2ccccc2C1=O
[27] O=CC(O)C(O)C(O)CO (stereo not drawn)
[28] COc1cc(/C=N/NC(=O)c2ccc(Br)o2)cc(OC)c1OC
[29] CCOC(=O)c1sc2c(c1C)c(=O)nc1c(C(=O)OCC)n[nH]n12
[30] CC1(C)C(=O)/C(=C\c2ccc(Br)cc2)C[C@]2(C)[C@H]3CC[C@@H]4[C@@H](C(=O)/C=C/c5ccc(Br)cc5)CC[C@@]4(C)[C@]3(C)CC[C@@H]12
Compound	25	26	27	28	29	30
NCI-H322M	100	106	97&101	109	100	101
IGROV1	104	108	105	nt	98	109
NCI/ADR-RES	106	104	-41*!	102	114	101
COLO 205	110	112	106&98	112	130	107
KM12	100	103	102&103	114	101	100
NCI-H226	nt	103	101&94	92	109	96
NCI-H522	100	86	33	99	97	97
NCI-H23	102	103	100&13	96	110	99
NCI-H460	109	108	111&99	107	109	101

[31] CCC1(C)CC(C#N)(C#N)C(=O)NC1=O (stereo not drawn)
[32] Cc1nc(Nc2ccc(OCc3c(-c4ccccc4)no[n+]3[O-])cc2)c2c(C)nn(-c3ccccc3)c2n1
[33] O=C1C=CC2(NN=C(c3ccccc3)N2c2cccc(Cl)c2)c2cccc(O)c21 (stereo not drawn)
[34] COc1ccc([C@H]2[C@H](O)C(=O)N2c2cc(OC)c(OC)c(OC)c2)cc1
[35] CCSc1nc2nccnc2c(=O)[nH]1
[36] O=C(C[n+]1cccc2ccccc21)c1ccc(Br)cc1
Compound	31	32	33	34	35	36
NCI-H322M	106	100	95	48	95&101	94&91
IGROV1	115	106	70	30	106&86	80&83
NCI/ADR-RES	102	102	56	18	106&100	100&99
COLO 205	107	107	103	-75*	107&110	92&100
KM12	106	104	65	19	101&101	98&98
NCI-H226	99	101	86	20	98&89	91&86
NCI-H522	nt	105	51	-21*	94&89	82&94
NCI-H23	105	102	26	13	102&92	87&92
NCI-H460	106	112	85	3.4*	106&104	105&101

[37] CNC1=C([N+](=O)[O-])C(c2ccc(OC)cc2)c2c([nH]c(=O)[nH]c2=O)N1 (stereo not drawn)
[38] Cc1ccc(S(=O)(=O)N2CCC2)cc1
[39] COc1cc(OC)c(/C=C/C(=O)/C=C(/C=C/c2c(OC)cc(OC)cc2OC)OB(F)F)c(OC)c1
[40] CCn1c(C)nc2cc(N)ccc21
[41] CNC1=C([N+](=O)[O-])C(c2ccc(F)cc2OC)C(C#N)=C(c2ccc[nH]2)O1 (stereo not drawn)
[42] NC(=S)NN=C1CCCCCCCC1
Compound	37	38	39	40	41	42
NCI-H322M	105	99	101	107	105	101
IGROV1	108	104	109	112	97	108
NCI/ADR-RES	101	109	105	105	109	106
COLO 205	116	nt	105	124	112	104
KM12	102	112	95	109	112	103
NCI-H226	99	98	104	95	98	97
NCI-H522	nt	93	91	115	101	83
NCI-H23	94	115	99	99	97	101
NCI-H460	102	112	101	110	102	104

[43] Cn1cc(-c2nnc(-c3cn(C)c4ncccc34)o2)c2ccccc21
[44] COc1c(C)c(C)c(OC)c2c1[nH]c(=O)c1c3ncccc3cn21
[45] O=C(Nc1ccc(Oc2cccc(F)c2)c(Cl)c1)c1ccccn1
[46] Cc1cn(C2CCCCC2)c(=O)[nH]c1=O
[47] COc1cc(C(=O)Nc2n[nH]c(-c3cccc(Cl)c3)n2)cc(OC)c1OC
[48] Cc1ccc(Cl)cc1NC(=O)N/C(N)=N/c1nc2ccccc2s1
Compound	43	44	45	46	47	48
NCI-H322M	76	105	97	129	nt	19
IGROV1	28	42	95	126	103	-4.4*
NCI/ADR-RES	12	95	103	109	99	-35*
COLO 205	26	105	110	nt	117	-91*
KM12	22	92	95	117	101	-29*
NCI-H226	65	93	99	101	100	0.8*
NCI-H522	21	90	82	98	87	-62*
NCI-H23	51	93	93	115	96	-9.8*
NCI-H460	24	92	100	117	99	-8.8*

Molecules listed so far containing bromine:
[28] COc1cc(/C=N/NC(=O)c2ccc(Br)o2)cc(OC)c1OC
[30] CC1(C)C(=O)/C(=C\c2ccc(Br)cc2)C[C@]2(C)[C@H]3CC[C@@H]4[C@@H](C(=O)/C=C/c5ccc(Br)cc5)CC[C@@]4(C)[C@]3(C)CC[C@@H]12
[36] O=C(C[n+]1cccc2ccccc21)c1ccc(Br)cc1
Compound	28	30	36
NCI-H322M	109	101	94&91
IGROV1	nt	109	80&83
NCI/ADR-RES	102	101	100&99
COLO 205	112	107	92&100
KM12	114	100	98&98
NCI-H226	92	96	91&86
NCI-H522	99	97	82&94
NCI-H23	96	99	87&92
NCI-H460	107	101	105&101

Going on with the list.
[49] COc1ccc(OC)c(-c2cn3nc(-c4cn(C)c5ccccc45)sc3n2)c1
[50] COc1ccc(-c2nc(SCC(C)C)nc(NC3CC3)c2C#N)cc1
[51] CC(Sc1nc2sc3c(c2c(=O)n1-c1ccc(Cl)cc1)CCCC3)C(=O)Nc1nc(-c2cccc(Br)c2)cs1 (stereo not drawn)
[52] CCC(=O)c1ccc(Cl)s1
[53] COc1ccc(-c2oc3c(OC)c4c(c(OC)c3c2CC(=O)N2CCOCC2)OCO4)cc1
[54] CC(=O)Nc1ccc(CC#N)cc1Br
Compound	49	50	51	52	53	54
NCI-H322M	80	80&92	92	134	100	105
IGROV1	87	104&113	86	118	102	110
NCI/ADR-RES	98	77&99	96	104	106	116
COLO 205	91	140&85	115	101	122	109
KM12	100	106&95	101	107	102	107
NCI-H226	79	91&99	100	103	96	96
NCI-H522	71	104&82	85	94	96	93
NCI-H23	91	94&97	95	104	104	110
NCI-H460	90	65&103	102	99	103	101

[55] O=C(N=c1oc2ccccc2cc1-c1cc2ccccc2[nH]1)Nc1ccc(Cl)cc1
[56] O=C1/C(=C/c2cccc(O)c2)COc2ccc(O)cc21
[57] CC1(C)OC2C(CO)OC(n3ccc(=O)[nH]c3=O)C2O1 (stereo not drawn)
[58] CCOC(=O)C(C)(CSSCC(C)(NC(=O)c1ccc2ccccc2c1)C(=O)OCC)NC(=O)c1ccc2ccccc2c1 (stereo not drawn)
[59] C=C(C)[C@@H]1CC[C@]2(c3nnc(-c4ccncc4)o3)CC[C@]3(C)[C@H](CC[C@@H]4[C@@]5(C)CCC(=O)NC(C)(C)[C@@H]5CC[C@]43C)[C@@H]12
[60] CCc1nnc2n1N=C(c1ccc(Br)cc1)CS2
Compound	55	56	57	58	59	60
NCI-H322M	88	98	93	97	94	87
IGROV1	60	78	101	93	92	94
NCI/ADR-RES	99	97	105	105	98	97
COLO 205	122	102	100	121	109	110
KM12	99	21	102	107	99	103
NCI-H226	96	nt	98	98	88	93
NCI-H522	88	37	81	93	94	98
NCI-H23	86	86	102	98	95	102
NCI-H460	100	76	100	102	98	106
